GCN5L2 inh: inhibitors of human GCN5L2 histone acetyltransferase. Q92830. GCN5L2 HAT assay, ThioGlo1 CoA-SH fluorescence. Potency, µM (titrated, usually from 58.9 µM), inactives show top-dose activity change, negative = inhibition, actives largely listed as inhibitors. 390,000 tested, 0.21% active
Target sequence (Q92830 whole entry, looked up): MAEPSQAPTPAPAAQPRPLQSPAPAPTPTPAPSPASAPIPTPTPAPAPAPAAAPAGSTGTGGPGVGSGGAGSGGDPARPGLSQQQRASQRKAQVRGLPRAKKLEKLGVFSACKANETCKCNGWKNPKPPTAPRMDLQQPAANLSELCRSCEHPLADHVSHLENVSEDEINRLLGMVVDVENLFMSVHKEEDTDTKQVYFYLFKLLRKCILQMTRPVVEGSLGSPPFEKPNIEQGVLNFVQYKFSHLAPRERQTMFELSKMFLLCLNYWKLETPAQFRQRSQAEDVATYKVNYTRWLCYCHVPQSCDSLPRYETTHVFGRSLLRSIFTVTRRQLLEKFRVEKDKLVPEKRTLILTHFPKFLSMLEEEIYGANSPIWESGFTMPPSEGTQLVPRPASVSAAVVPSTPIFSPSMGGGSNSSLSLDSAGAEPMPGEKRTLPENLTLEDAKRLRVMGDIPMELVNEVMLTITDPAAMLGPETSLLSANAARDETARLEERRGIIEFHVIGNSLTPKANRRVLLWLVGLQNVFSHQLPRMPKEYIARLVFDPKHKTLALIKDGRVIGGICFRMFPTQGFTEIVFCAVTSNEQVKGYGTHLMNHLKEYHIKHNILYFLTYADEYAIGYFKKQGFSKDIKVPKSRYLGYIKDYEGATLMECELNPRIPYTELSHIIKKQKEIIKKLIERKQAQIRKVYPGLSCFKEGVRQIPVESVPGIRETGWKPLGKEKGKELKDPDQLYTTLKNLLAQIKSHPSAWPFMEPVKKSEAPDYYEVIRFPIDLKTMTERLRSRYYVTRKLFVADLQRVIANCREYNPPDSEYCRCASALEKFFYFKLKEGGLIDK
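GCN5L2 (20nM final) in 50mM HEPES, 0.1mM EDTA pH 7.5, 0.01% Tween-20 was preincubated 15 min at room temperature with compound, then given ThioGlo1 (50uM), H3(1-25) peptide (75uM) and acetyl-CoA (70uM); CoA-thiol fluorescence (Ex340/Em540) was read at 0 and 20 min.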
TDP1 cell noCPT: qHTS for Inhibitors of human tyrosyl-DNA phosphodiesterase 1 (TDP1): qHTS in cells in absence of CPT. DT40 Tdp1-/- hTDP1 cells, no CPT, ATP luminescence, 48 h. Potency, µM (titrated, usually from 46.2 µM), inactives show top-dose activity change, negative = growth inhibition, hits mostly inhibitors. 420,000 tested, 15% active; also: nearly all actives have a fitted effect of over 55% in size
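Chicken DT40 Tdp1-/- cells stably complemented with human TDP1 were seeded at 400 cells/well with DMSO in place of 20 nM camptothecin. After compound pinning, cells grew at least 48 hr at 37 °C; viability read by CellTiter-Glo luminescence.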
TDP1 cell CPT: DT40-hTDP1 cell growth loss with CPT. chicken DT40 Tdp1-/-;hTDP1 cells + 20 nM CPT, ATP luminescence, 48 h. Potency, µM (doses to about 46.2 µM), for inactives: at the highest dose activity change, negative = growth inhibition, hits mostly inhibitors. 420,000 tested, 12% active. AID 686979; also: nearly all actives have a fitted effect of over 55% in size
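Cell growth measured by CellTiter-Glo luminescence after a minimum 48 h, 37 C compound exposure with 20 nM CPT in Tdp1-knockout DT40 cells stably expressing hTDP1, seeded 400/well; qHTS titration format.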
* = called active by the depositor; ? = inconclusive; · = no result given; & = joins results of further samples; [ ] = remark or other dose. Calls follow the shape of the dose curve; as a rule, active = well fitted curve in the direction sought with a large enough effect; inconclusive = small, poorly fitted or top-dose-only effect, or another doubt; inactive = no such curve, though single readings can be large; an effect the other way counts as inactive or inconclusive. % is scaled to controls: 0 for no effect and ±100 for the full control effect; potency is read from the fitted curve at half-maximal effect.

SMILES	GCN5L2 inh	TDP1 cell noCPT	TDP1 cell CPT
COc1ccc(C(=O)Nc2nnc(S(=O)(=O)Cc3ccc(F)cc3)s2)cc1	-7%	0%	-7%
COc1ccccc1-n1c2c(cc(C(=O)N3CCC(C)CC3)c1=O)C(=O)CC(C)(C)C2	-1%	0%	-3%
COc1ccc(N(CC(=O)Nc2cccnc2)S(C)(=O)=O)cc1	-6%	-6%	0%
CC(=O)c1ccc(NC(=O)C(Cc2ccccc2)NS(=O)(=O)c2ccc3c(c2)CCC(=O)N3)cc1 (centres undefined)	-2%	0%	-5%
CNC(=S)NCCN1CCOCC1	-8%	-4%	-7%
CCCCN(C(=O)c1ccccc1Br)C1CCS(=O)(=O)C1 (centres undefined)	-3%	2%	-1%
COc1ccc2cc(C(C)C(=O)N3CCC(C(N)=O)CC3)ccc2c1 (centres undefined)	-6%	-17%	-11%
O=C1Nc2cc(C(=O)N3CCN(c4ccc(F)cc4)CC3)ccc2NC1CSCc1cccc(F)c1 (centres undefined)	?	?	?
CN(C)c1ccc(SC#N)cc1	-6%	-23%	-4%
CN(CC(=O)Nc1ccccc1Cl)C(=O)COC(=O)CNC(=O)c1ccc(Br)o1	·	3%	23%
NC(=O)C1CCN(C(=O)C2CC(=O)N(c3ccc(F)cc3)C2)CC1 (centres undefined)	3%	21%	5%
O=c1ccc(-c2ccccc2)nn1Cc1ccc(F)cc1	-18%	-4%	?
CCN1CCN(C(=S)NCCOC)CC1	1%	1%	?
CC(NC(=O)C1CCN(C(=O)c2ccc(F)cc2)CC1)c1ccc(S(N)(=O)=O)cc1 (centres undefined)	-1%	-2%	13%
COc1ccc(C(=O)N[C@H](C(=O)OCn2nnc3ccccc3c2=O)C(C)C)cc1	-11%	?	?
O=C(NCC(c1ccc(F)cc1)N1CCOCC1)c1c(F)cccc1F (centres undefined)	-7%	-19%	8%
CC(=O)Nc1ccc(NC(=O)c2ccccc2N(C)S(=O)(=O)c2ccc(C)cc2)cc1	-8%	?	-8%
Nc1c(N2CCN(c3ccccc3)CC2)c2ccccc2oc1=O	-11%	?	?
C[C@H](CO)N1C[C@H](C)[C@@H](CN(C)C)Oc2c(NS(=O)(=O)c3cccs3)cccc2C1=O	0%	-3%	7%
COc1ccc(C(CNC(=O)c2cc(F)c(F)c(F)c2F)N2CCOCC2)cc1 (centres undefined)	-10%	?	?
Cc1cc(C)n(-c2nc(NCc3cccnc3)c3c4c(sc3n2)COC(C)(C)C4)n1	-6%	?	?
O=C(NCCCl)NNc1c(Cl)cc(Cl)cc1Cl	-7%	-28%	-6%
CCC1CCc2c(sc(NC(=O)c3ccoc3C)c2C(N)=O)C1 (centres undefined)	-8%	?	-4%
COc1ccc(NC(=O)CSc2nc(NS(=O)(=O)c3ccccc3)cc(=O)[nH]2)cc1	?	3%	-16%
CCOc1ccc(S(=O)(=O)Nc2cc(SCC(=O)O)c(O)c3ccccc23)cc1	19%	4.6µM*	3.7µM*
C=CCn1c(N)c(-c2nc3ccccc3n2C)sc1=S	0%	-9%	-3%
CC(=O)c1sc(NC(=O)CCNC(=O)c2ccco2)nc1-c1ccccc1	-1%	?	?
O=C(Nc1ccc([N+](=O)[O-])cn1)c1ccc(Br)o1	-3%	?	-7%
Cc1c(C(=O)OCC(=O)NC2CC2)oc2ccc(Br)cc12	-9%	-18%	2%
O=[N+]([O-])c1ccc(O)c(/C=N/NC(=S)Nc2ccc(Cl)cc2Cl)c1	2%	21µM*	16µM*

Next section; the last 5 above are carried over.
SMILES	GCN5L2 inh	TDP1 cell noCPT	TDP1 cell CPT
C=CCn1c(N)c(-c2nc3ccccc3n2C)sc1=S	0%	-9%	-3%
CC(=O)c1sc(NC(=O)CCNC(=O)c2ccco2)nc1-c1ccccc1	-1%	?	?
O=C(Nc1ccc([N+](=O)[O-])cn1)c1ccc(Br)o1	-3%	?	-7%
Cc1c(C(=O)OCC(=O)NC2CC2)oc2ccc(Br)cc12	-9%	-18%	2%
O=[N+]([O-])c1ccc(O)c(/C=N/NC(=S)Nc2ccc(Cl)cc2Cl)c1	2%	21µM*	16µM*
Cc1ccc(NC(=O)c2sc3nc(CCl)[nH]c(=O)c3c2C)c(C)c1	-6%	15µM*	15µM*
Cc1ccc(OCC(=O)Nc2cccc(C)n2)c(C)c1	-3%	-13%	-12%
Cc1cc(OCC(=O)NCCCN(C)C)cc(C)c1Br	-6%	?	-21%
S=c1[nH]nc(Cc2ccc(Cl)cc2)n1-c1ccc2c(c1)OCCO2	-29%	?	-28%
Cc1ccc(S(=O)(=O)c2nnn3c2nc(N2CCN(c4cccc(C)c4C)CC2)c2ccccc23)cc1C	-2%	0%	-8%
CN(C(=O)C1Cc2c(-c3ccc(Cl)cc3)ccnc2O1)c1ccccc1 (centres undefined)	·	?	?
CC(C)NS(=O)(=O)c1ccc(OCC(=O)N2CCN(c3cccc(Cl)c3)CC2)cc1	3%	23µM*	15µM*
COc1ccc(-c2ccc(NS(=O)(=O)c3ccc(NC(C)=O)cc3)cc2)nn1	-7%	?	?
O=C1NC(Cc2ccccc2)c2nc3cc(Cl)ccc3c(=O)n2-c2ncccc21 (centres undefined)	·	?	?
Cc1ccc(C)c(CN2C(=O)c3ccccc3S(=O)c3ccc(C(=O)N(C)Cc4ccccc4)cc32)c1 (centres undefined)	-12%	?	18µM*
O=[N+]([O-])c1ccc(S(=O)(=O)Nc2ccc3c(c2)OCCO3)cc1	-8%	16µM*	?
O=C(O)c1cccnc1Sc1ccc(Br)cc1	-3%	-18%	?
O=C(c1cnn2c(C(F)F)cc(C3CC3)nc12)N1CCc2ccccc2C1	-4%	?	?
COC1=CC(=O)OC(c2cccc(OC)c2)C1 (centres undefined)	·	-1%	15%
O=C1NCCN1CCNS(=O)(=O)c1cc(C(F)(F)F)cc(C(F)(F)F)c1	-1%	11%	-2%

Some of the entries above in another layout:
mol,GCN5L2 inh,TDP1 cell noCPT,TDP1 cell CPT
Cc1ccc(C)c(CN2C(=O)c3ccccc3S(=O)c3ccc(C(=O)N(C)Cc4ccccc4)cc32)c1 (centres undefined),-12%,?,18µM*
O=[N+]([O-])c1ccc(S(=O)(=O)Nc2ccc3c(c2)OCCO3)cc1,-8%,16µM*,?
O=C(O)c1cccnc1Sc1ccc(Br)cc1,-3%,-18%,?
O=C(c1cnn2c(C(F)F)cc(C3CC3)nc12)N1CCc2ccccc2C1,-4%,?,?
COC1=CC(=O)OC(c2cccc(OC)c2)C1 (centres undefined),·,-1%,15%
O=C1NCCN1CCNS(=O)(=O)c1cc(C(F)(F)F)cc(C(F)(F)F)c1,-1%,11%,-2%

(more compounds)
SMILES	GCN5L2 inh	TDP1 cell noCPT	TDP1 cell CPT
O=C(COc1ccc(Cl)cc1Cl)NCc1ccco1	-4%	-7%	-19%
c1ccc(C2(c3ccccc3)OCC(Cn3cncn3)O2)cc1 (centres undefined)	-5%	?	-23%
O=C(c1ccccc1)c1cnc(Nc2ccc(Cl)c(Cl)c2)s1	0%	?	?
COc1cc(/C=C/c2cc[n+](C)cc2)ccc1OCC(=O)Nc1ccc(Cl)c(Cl)c1	-8%	?	?
Cc1cc(C)cc(OCC(=O)NNC(=S)NC(=O)C2CC2)c1	2%	13µM*	18µM*
O=C(Nc1ccccc1)OCCCCOC(=O)Nc1ccccc1	·	-19%	-1%
CC(=O)c1cccc(NC(=O)c2cc(C)no2)c1	-3%	-18%	-5%
Cc1cccc2[nH]c(SCC(=O)O)nc12	-14%	-10%	-8%
CNC(=S)Nc1ccc(Cc2ccncc2)cc1	-5%	0%	-3%
Fc1ccc2cnc(-c3ccccc3)c(-c3cc(C(F)(F)F)cc(C(F)(F)F)c3)c2c1	-16%	16µM*	?
Cc1ccc(C2=N/C(=C\c3cccs3)C(=O)N2Nc2ccccc2)cc1	-11%	?	?
Cc1ccc2sc(NC(=O)CN3C(=O)c4ccccc4C3=O)nc2c1C	-1%	-23%	2%
CSCCC(C(=O)Nc1c(C)cccc1C)n1c(-c2ccc(C(F)(F)F)cc2)nc2ccccc21 (centres undefined)	·	6%	-5%
CCCCn1c(SCc2nc(N)nc(Nc3ccccc3C)n2)nc2ccccc2c1=O	-2%[0.501 µM]	18µM*	?
CC(C)NC(=O)CCCOc1ccc(Cl)cc1Cl	-5%	-10%	-10%
C[C@H](NC(N)=O)C(=O)Nc1ccc(OCc2ccccc2)cc1	30%[activator]	-9%	-10%
CCC(=O)N1CCc2cc(S(=O)(=O)CCC(=O)NCc3ccc4c(c3)OCO4)ccc21	-25%	-15%	-2%
Cc1nnc(SCC(=O)c2ccccc2F)n1Cc1ccccc1	-1%	-24%	?
Cc1ccc(-c2nn(C)c(=O)c3ccccc23)cc1S(=O)(=O)NCCCN(C)C	-2%	0%	1%
Cc1ccc(N2CCN(C(=O)c3cc4cc5ccc(C)cc5nc4s3)CC2C)cc1 (centres undefined)	0%	-2%	0%
Cc1cc(C)c(NC(=O)CN2CCN3CCCC3C2)c(C)c1 (centres undefined)	0%	8%&-6%	-2%&-10%
COc1ccc(-c2onc(C)c2-c2cscn2)c(O)c1	-2%	-1%	6%
COc1cc(OC)cc(C(=O)NC(C(=O)N2CCc3ccccc3C2)C(C)C)c1 (centres undefined)	-3%	?	21µM*
Cc1c(C(=O)NCc2cccnc2)oc2c1C(=O)CC(C)(C)C2	-3%	0%	-19%
COc1ccc(OC)c(Cc2nnc(CCC(=O)NC3CCCCCCC3)o2)c1	-7%	?	?
Cc1nc(N(C)C)c2sc(=S)n(Cc3ccccc3)c2n1	-4%	7%	12%
Cc1ccc(Cl)cc1N(CC(=O)NC1CCCCC1)S(C)(=O)=O	?	0%	-1%
CN1CCN(c2ccccc2NC(=O)c2ccc(N3CCCCC3)c([N+](=O)[O-])c2)CC1	1%	12µM*	12µM*
c1nc(C2CCCCC2)cc2cc3c(cc12)OCO3	-2%	21µM*	?
COc1ccc(OC)c(CCNC(=O)c2cc3cccc4c3n2CC(C)S4)c1 (centres undefined)	-2%	5.2µM*	5.8µM*
COc1ccc(OCC2CCNCC2)cc1	-11%	1%	-4%
Cc1cc(C(=O)N2CCN(c3ccc([N+](=O)[O-])cc3)CC2)n[nH]1	-6%	2.6µM*	3.3µM*
COc1ccc(Oc2ncc3nc(-c4ccc(F)cc4)c(=O)n(CCC#N)c3n2)cc1	-28%	-18%	-7%
O=C(COc1cccc(Oc2ccccc2)c1)Nc1ccc(SC(F)F)cc1	-15%	?	?
Nc1ccn(CCCNC2CCN(Cc3ccccc3)CC2)c(=O)n1	·	4%	4%
Cc1nn(CC(=O)NC2CCCC2)c(C)c1[N+](=O)[O-]	-6%	5%	22%
N#C/C(=C\c1cc(Cl)ccc1O)C(=O)NC1CCCCC1	-2%	?	?
CC(=O)Nc1ccc(Nc2nc3ccc(Cl)cc3n3cnnc23)cc1	1%	-11%	6%
Cc1noc(C)c1CSc1ccccc1C(=O)OC(C)C(N)=O (centres undefined)	-5%	0%	14%
Cc1cc(C)cc(NC(=O)CCS(=O)(=O)c2ccc3nc(C)sc3c2)c1	1%	0%	3%
COc1ccc(C(CNC(=O)CSc2ccc(Br)cc2C)N2CCOCC2)cc1 (centres undefined)	-13%	?	?
O=c1cc[nH]c2ccc(Cl)cc12	0%	-17%	-15%
COC(=O)c1ccccc1NC(=O)N1CCN(c2ccc(OC)cc2)CC1	2%	?	-16%
Cc1c(C(=O)NC(=S)Nc2ccc(NC(=O)c3cccs3)cc2)cccc1[N+](=O)[O-]	·	13µM*	?
Cc1ccc(C(C)NC(=O)c2ccncc2)cc1C (centres undefined)	-6%	0%	-23%
CN(C)S(=O)(=O)c1ccc(C(=O)N2CCN=C2SCc2ccccc2)cc1	-4%	?	?
COc1ccc(C(=O)N2CCN(C3CCN(Cc4ccccc4)CC3)CC2)cc1OC	-10%	-14%	-16%

Assay outcomes deposited in PubChem BioAssay by National Center for Advancing Translational Sciences (NCATS).

Not all compounds are listed; rates above refer to the full screens.
